# 14-3-3 Bad inh – disrupts binding of bovine 14-3-3 zeta to phospho-Bad peptide | TR-FRET 14-3-3zeta/Dy647-pBad peptide displacement, 1 h | inhibition, % at 21.7 µM | actives 0.71% (n = 220,000) | AID 781;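 active means inhibition above about 70%, limit read from the data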;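 further: 0% = full 14-3-3 plus peptide FRET controls and 100% = background without 14-3-3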
# Target sequence (P63103 whole entry, looked up): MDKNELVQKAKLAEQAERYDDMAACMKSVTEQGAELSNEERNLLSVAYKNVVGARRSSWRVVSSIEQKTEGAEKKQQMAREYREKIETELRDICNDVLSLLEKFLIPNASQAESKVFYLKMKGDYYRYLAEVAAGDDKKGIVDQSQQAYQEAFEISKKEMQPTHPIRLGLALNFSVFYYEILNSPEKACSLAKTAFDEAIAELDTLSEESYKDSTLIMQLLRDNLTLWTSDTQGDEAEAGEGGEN
# Rad51 HR inh – blocks human Rad51 in homologous recombination; hRad51 DNA strand exchange, fluorescence dequenching; inhibition, % at 10 µM; actives 0.085% (n = 200,000); AID 1385;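 active means inhibition above 40% at the single screening dose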;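 further: 0% = DMSO control wells and 100% = blanks with heterologous ssDNA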
# Target sequence (Q06609 whole entry, looked up): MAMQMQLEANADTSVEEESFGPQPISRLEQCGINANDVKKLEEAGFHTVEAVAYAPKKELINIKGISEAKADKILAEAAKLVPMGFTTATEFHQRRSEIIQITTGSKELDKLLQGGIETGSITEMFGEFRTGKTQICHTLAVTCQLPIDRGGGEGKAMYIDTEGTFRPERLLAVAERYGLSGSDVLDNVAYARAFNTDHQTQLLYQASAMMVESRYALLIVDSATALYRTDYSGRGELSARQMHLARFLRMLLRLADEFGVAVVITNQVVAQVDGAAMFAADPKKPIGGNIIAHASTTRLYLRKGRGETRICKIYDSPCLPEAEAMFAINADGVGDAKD
#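 Test system: preformed human Rad51 ssDNA filaments; also added: Donor/quencher-labelled 47-bp dsDNA substrate; doses: 10 µM final, single point; times: 37 °C 15-min filament assembly, 30-min compound preincubation, 15-min exchange; detection: FRET fluorescence dequenching, excitation 485 nm, emission 520 nm; read-out basis: Fluorescence-based percent inhibition, control- and blank-normalised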
# TbHK1 inh – T. brucei hexokinase 1 inhibition. AID 1430. recombinant TbHK1, G6PDH-coupled NADH A340. actives 0.11% (n = 220,000). inhibition, % at 10 µM;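 active means inhibition of 50% or more in the single-dose primary screen; inactive means inhibition below 50%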
# L929 necroptosis – L929 zVAD cell death inhibition; viability rescue, % at 10 µM; L929 zVAD necroptosis rescue, ATP luminescence, 24 h; with zVAD 60 µM; AID 1377; actives 0.38% (n = 220,000);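 active means activation, scaled between plate controls, above about 75%, limit read from the data; inactive means activation under that limit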;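 further: 0% = zVAD with DMSO and 100% = DMSO alone without zVAD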
# EP2 modulator – modulators of human EP2 prostaglandin E2 receptor; P43116; EP2-expressing cells, cAMP HTRF FRET, PGE2 co-stimulation; induction, % at 25 µM; actives 0.83% (n = 260,000);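 active means compounds whose cAMP rise, as percent of the full-agonist control response, exceeds 60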;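 further: rat C6 glioma line stably carrying human EP2 under a CMV promoter; the protocol text gives 20 µM as final concentration; 100% = response of wells given 1 µM PGE2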
# m-calpain inh – inhibitors of pig calpain II. purified calpain II, fluorogenic peptide substrate, 30 min. inhibition, % at 16 µM. actives 0.37% (n = 220,000);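 active means inhibition above about 50%, limit read from the data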
# PGE2 EP2 inh – EP2 receptor (human) inhibition | inhibition, % at 25 µM | P43116 | C6 glioma cells expressing human EP2, cAMP TR-FRET; cells stimulated with saturating PGE2 | AID 1422 | actives 0.52% (n = 260,000);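 active means percent inhibition above 40 after rounding to a whole number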;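 further: rat C6 glioma host cells with rolipram phosphodiesterase inhibitor present; the protocol text gives 20 µM as final concentration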
# Hck Nef HTS – inhibitors of human Hck kinase activated by Nef | P08631 | Recombinant Hck-YEEI plus Nef, Z-Lyte FRET kinase assay | inhibition, % at 20 µM | actives 0.68% (n = 220,000) | AID 463187;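 active means Hck-Nef kinase inhibition above about 50%, limit read from the data; inactive means inhibition below that limit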;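 further: 0% = DMSO with Hck plus Nef and 100% = Hck alone without Nef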
# Target sequence (P08631 whole entry, looked up): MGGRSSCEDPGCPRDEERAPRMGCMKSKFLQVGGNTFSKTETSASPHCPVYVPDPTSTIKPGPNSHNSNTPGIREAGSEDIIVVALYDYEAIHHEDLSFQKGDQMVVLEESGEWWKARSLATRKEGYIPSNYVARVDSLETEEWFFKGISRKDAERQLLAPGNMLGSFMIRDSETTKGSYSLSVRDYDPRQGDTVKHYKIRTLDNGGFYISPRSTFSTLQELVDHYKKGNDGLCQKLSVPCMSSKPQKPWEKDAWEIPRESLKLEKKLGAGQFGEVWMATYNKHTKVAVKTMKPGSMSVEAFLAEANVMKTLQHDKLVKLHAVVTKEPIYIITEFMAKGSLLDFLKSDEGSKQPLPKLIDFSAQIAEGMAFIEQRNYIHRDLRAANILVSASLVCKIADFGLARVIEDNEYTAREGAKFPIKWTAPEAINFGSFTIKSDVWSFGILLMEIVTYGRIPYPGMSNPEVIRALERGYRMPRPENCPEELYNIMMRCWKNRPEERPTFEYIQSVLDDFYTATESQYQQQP
# eIF4E-4G inh – inhibitors of eIF4E and eIF4G interaction in translation initiation; P63073+Q04637; TR-FRET eIF4E-eIF4GI(517-606) binding, 2 h; inhibition, % at 21.7 µM; actives 0.37% (n = 220,000);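 active means inhibition above about 30%, limit read from the data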;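 further: 0% = full FRET control wells and 100% = background wells lacking eIF4GI fragment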
# Starred values were filed as active, the others as inactive; . = no result given; & = joins results of further samples; [ ] = dose if it differs, or a comment.
# The opening eight compounds, to show the layout:
(1) CCc1cc2ccccc2nc1SCC(=O)Nc1cc(OC)c(OC)cc1C(=O)O
(2) CN(C)C(=S)Nc1ccc(Br)cc1Cl
(3) CCCN(CC1CC1)c1nc(N)c2c(N)nc(OC)cc2c1C#N
(4) CN(C)C(=O)CSc1ncnc2scc(-c3ccccc3)c12
(5) CCN(C(=O)COC(=O)c1ccccc1Nc1cccc(C)c1C)C1CCS(=O)(=O)C1 (stereo not given)
(6) C/C(=N\NC(=O)c1c(Cl)cnn1C)c1cccc(NC(=O)C(C)C)c1
(7) O=C(O)CCC(NS(=O)(=O)c1ccc(N2CCCC2=O)cc1)C(=O)O (stereo not given)
assay / entry,1,2,3,4,5,6,7
14-3-3 Bad inh,12[fluorescence artefact?],1,6,-9,-7,6[fluorescence artefact?],10
Rad51 HR inh,.,-3,.,3,5,10,1
TbHK1 inh,-6,-7,-7,1,-4,-10,1
L929 necroptosis,-0.3,0.5,0.0,3.6,0.1,1.5,2.0
EP2 modulator,35,-9,20,-6,20,3,18
m-calpain inh,17,-10,-72,-5,-33,-1,-94
PGE2 EP2 inh,9,7,15,4,21,9,8
Hck Nef HTS,1,15,9,18,1,-1,-4
eIF4E-4G inh,-1,3,-2,-1,8,-7,5

(8) CCCCCCOC(=O)Cc1c(C)nc(N)[nH]c1=O
assay / entry,8
14-3-3 Bad inh,3
Rad51 HR inh,.
TbHK1 inh,-4
L929 necroptosis,-0.1
EP2 modulator,25
m-calpain inh,10
PGE2 EP2 inh,9
Hck Nef HTS,16
eIF4E-4G inh,8

# Results, from the start:
(1) CCc1cc2ccccc2nc1SCC(=O)Nc1cc(OC)c(OC)cc1C(=O)O
(2) CN(C)C(=S)Nc1ccc(Br)cc1Cl
(3) CCCN(CC1CC1)c1nc(N)c2c(N)nc(OC)cc2c1C#N
(4) CN(C)C(=O)CSc1ncnc2scc(-c3ccccc3)c12
(5) CCN(C(=O)COC(=O)c1ccccc1Nc1cccc(C)c1C)C1CCS(=O)(=O)C1 (stereo not given)
assay / entry,1,2,3,4,5
14-3-3 Bad inh,12[fluorescence artefact?],1,6,-9,-7
Rad51 HR inh,.,-3,.,3,5
TbHK1 inh,-6,-7,-7,1,-4
L929 necroptosis,-0.3,0.5,0.0,3.6,0.1
EP2 modulator,35,-9,20,-6,20
m-calpain inh,17,-10,-72,-5,-33
PGE2 EP2 inh,9,7,15,4,21
Hck Nef HTS,1,15,9,18,1
eIF4E-4G inh,-1,3,-2,-1,8

(6) C/C(=N\NC(=O)c1c(Cl)cnn1C)c1cccc(NC(=O)C(C)C)c1
(7) O=C(O)CCC(NS(=O)(=O)c1ccc(N2CCCC2=O)cc1)C(=O)O (stereo not given)
(8) CCCCCCOC(=O)Cc1c(C)nc(N)[nH]c1=O
(9) O=S(=O)(NCCCO)c1ccc2c(c1)Cc1cc(S(=O)(=O)NCCCO)ccc1-2
(10) Cc1occc1C(=O)NNC(=O)C(c1ccccc1)c1ccccc1
assay / entry,6,7,8,9,10
14-3-3 Bad inh,6[fluorescence artefact?],10,3,9,-1
Rad51 HR inh,10,1,.,-7,6
TbHK1 inh,-10,1,-4,6,5
L929 necroptosis,1.5,2.0,-0.1,1.8,0.0
EP2 modulator,3,18,25,-5,25
m-calpain inh,-1,-94,10,-24,25
PGE2 EP2 inh,9,8,9,15,7
Hck Nef HTS,-1,-4,16,-1,0
eIF4E-4G inh,-7,5,8,-1,3

(11) COc1ccc(-c2noc(CSc3nc4ccccc4c(=O)n3-c3ccccc3)n2)cc1OC
(12) COc1cccc(/C=N\n2c(C)nnc2C)c1OC
(13) O=C(CN1C(=O)C2C3C=CC(C3)C2C1=O)Nc1nncs1 (stereo not given)
(14) O=C(Nc1ccccc1)NC(Cc1ccc(O)cc1)C(=O)O (stereo not given)
(15) O=C(CCC(=O)NNC(=O)Nc1cccc(Cl)c1)NCc1ccccc1
assay / entry,11,12,13,14,15
14-3-3 Bad inh,1[fluorescence artefact?],-4,-3,0,-12
Rad51 HR inh,7,-8,-8,-1,0
TbHK1 inh,-19,-7,10,5,-4
L929 necroptosis,0.2,0.7,1.5,14,2.3
EP2 modulator,16,-2,7,0,-1
m-calpain inh,-109,-80,24,-9,-21
PGE2 EP2 inh,16,2,15,-1,2
Hck Nef HTS,5,3,-24,23,20
eIF4E-4G inh,-14[fluorescence artefact?],0,-1,-3,-3

(16) CCn1cc(S(=O)(=O)CC(=O)NC2CCCCC2)c2ccccc21
(17) CCC1(c2ccc(Cl)cc2)NC(=S)N(c2ccc(C)cc2)N1 (stereo not given)
(18) Cc1ccnc(NC(=O)CCC(=O)N(CC(=O)NCC2CCCO2)Cc2ccc(F)cc2)c1 (stereo not given)
(19) CC1(C)Cc2c(c(-c3ccco3)nc3sc4c(NCCN5CCOCC5)ncnc4c23)CO1
(20) c1cncc(-c2nn3c(Cn4nnc5ccccc54)nnc3s2)c1
assay / entry,16,17,18,19,20
14-3-3 Bad inh,12[fluorescence artefact?],-6,7,-13[fluorescence artefact?],-5
Rad51 HR inh,5,-41,4,-2,-3
TbHK1 inh,-4,0,2,-39,3
L929 necroptosis,1.5,0.1,0.4,1.6,-0.2
EP2 modulator,22,-2,17,-9,24
m-calpain inh,-11,4,24,-183,-15
PGE2 EP2 inh,13,10,11,5,9
Hck Nef HTS,2,6,1,2,-1
eIF4E-4G inh,-6,2,11[fluorescence artefact?],-2[fluorescence artefact?],1

(21) CC(NC(=O)c1ccncc1)C(C)(C)C (stereo not given)
(22) CSc1nncn1/N=C/c1cc(Cl)ccc1F
(23) COc1ccc(Br)cc1/C=N/NC(=O)c1cccc(S(=O)(=O)N2CCOCC2)c1
(24) O=C(Nc1ccc2sccc2c1)c1ccc(Cl)s1
(25) Cc1c(NC(=O)CN2CCN(c3ccccc3)CC2)c(=O)n(-c2ccccc2)n1C
assay / entry,21,22,23,24,25
14-3-3 Bad inh,-7,12,-5,11[fluorescence artefact?],-4
Rad51 HR inh,3,-4,-1,14,-3
TbHK1 inh,-5,6,-13,1,0
L929 necroptosis,0.2,0.2,2.0,2.5,0.3
EP2 modulator,-5,3,-35,-10,18
m-calpain inh,-20,18,-68,-60,-2
PGE2 EP2 inh,8,2,6,11,11
Hck Nef HTS,0,-1,-1,-2,2
eIF4E-4G inh,2,-9,-1,6,5[fluorescence artefact?]

(26) COCCNC(=O)c1cc2sc3ccccc3c2s1
(27) Nc1ccc(C(=O)N2CCCC2)cc1
(28) CCSCCNC(=O)c1cncc(Br)c1
(29) O=C(O)CN1C(=O)SC(Nc2ccc(Cl)cc2)C1=O (stereo not given)
(30) O=C(CCNC(=O)c1ccccc1Cl)Nc1cc(C(F)(F)F)ccc1Cl
assay / entry,26,27,28,29,30
14-3-3 Bad inh,3[fluorescence artefact?],-5[fluorescence artefact?],-6,-7[fluorescence artefact?],2
Rad51 HR inh,-1,-4,0,-11,13
TbHK1 inh,-22,8,-3,-4,1
L929 necroptosis,-0.1,-0.9,-0.2,-0.6,-0.3
EP2 modulator,-50,33,43,20,17
m-calpain inh,16,-23,-17,2,-4
PGE2 EP2 inh,11,11,8,10,7
Hck Nef HTS,9,5,10,0,-18
eIF4E-4G inh,-1[fluorescence artefact?],-3[fluorescence artefact?],-3,2[fluorescence artefact?],-1

(31) COc1cccc(C(=O)COc2cccc(NC(=O)c3ccco3)c2)c1
(32) c1ccc(N2CCN(Cc3ccsc3)CC2)nc1
(33) COCCNC(=O)c1cc(-c2ccc(Cl)c(Cl)c2)on1
(34) C=CCNc1nc(C)c(C(C)=O)cc1C#N
(35) Cc1cccc(NCc2ccccc2OCc2ccccc2F)c1
assay / entry,31,32,33,34,35
14-3-3 Bad inh,-4,37,4,-16,-3
Rad51 HR inh,3,0,-3,5,-7
TbHK1 inh,-1,0,-2,-20,4
L929 necroptosis,18,1.3,1.1,0.2,1.8
EP2 modulator,-60,-11,-9,0,30
m-calpain inh,-3,3,-37,-48,13
PGE2 EP2 inh,12,7,13,10,5
Hck Nef HTS,20,-2,-7,2,2
eIF4E-4G inh,3,1,3,2,2[fluorescence artefact?]

(36) COc1ccc(OC)c(-c2c(C#N)c(N)nc3c2c(=O)nc2sccn23)c1
(37) Cc1ccc(OCC(=O)Nc2cc(S(=O)(=O)N3CCCCC3)ccc2C)c([N+](=O)[O-])n1
(38) O=C(NCc1nnc2c3ccccc3c(-c3ccccc3)nn12)c1ccccc1Cl
(39) CCOC(=O)CCC(NC(=O)CCCCCCCCC(=O)NC(CCC(=O)OCC)C(=O)OCC)C(=O)OCC (stereo not given)
(40) CC(C)c1nccn1S(=O)(=O)c1cc(Cl)ccc1Cl
assay / entry,36,37,38,39,40
14-3-3 Bad inh,-14,8,-2[fluorescence artefact?],4[fluorescence artefact?],8[fluorescence artefact?]
Rad51 HR inh,27,0,.,.,-6
TbHK1 inh,-26,-4,23,-5,3
L929 necroptosis,0.5,-0.2,-0.1,.,-0.2
EP2 modulator,-27,0,-10,19,-29
m-calpain inh,-11,0,12,6,7
PGE2 EP2 inh,9,9,13,24,10
Hck Nef HTS,24,1,1,5,1
eIF4E-4G inh,-2,-5[fluorescence artefact?],-2,-2,0[fluorescence artefact?]

(41) CCN1CCc2c(C#N)c(N3CCOCC3)nc(N3CCOCC3)c2C1
(42) Cc1[nH][nH]c(=O)c1C=NCc1cccs1
(43) C/C(=N\O)C1/C(=N/O)CC2C1C2(C)C (stereo not given)
(44) O=C(CN1CCN(c2ccc(F)cc2)CC1)Nc1ccc(-n2cnnn2)cc1
(45) O=C(c1cccc(NS(=O)(=O)c2ccc(F)c(F)c2)c1)N1CCN(C(c2ccccc2)c2ccccc2)CC1
assay / entry,41,42,43,44,45
14-3-3 Bad inh,8,-2,-17,2,-5
Rad51 HR inh,-2,0,-4,14,8
TbHK1 inh,-31,-15,3,0,-1
L929 necroptosis,-1.0,2.0,-1.0,-0.1,1.1
EP2 modulator,13,6,39,1&-38,23
m-calpain inh,-158,-31,-27,-7,-40
PGE2 EP2 inh,16,4,4,8,7
Hck Nef HTS,-2,-1,-17,-2,4
eIF4E-4G inh,10,2,-3,1,1

(46) O=C(NC1CCCCCC1)C(=S)NCCc1ccccc1
(47) COc1ccc(O)c(/C=N\NC(=O)CCn2nnc3ccccc32)c1
(48) Oc1ccc(-c2[nH]ncc2-c2cnn(-c3ccccc3)c2)c(O)c1
(49) O=C(NCc1nnc(SCC(=O)N2CCCc3ccccc32)o1)c1c(F)cccc1Cl
(50) CCCOc1ccc(NC(N)=O)cc1OCCC
assay / entry,46,47,48,49,50
14-3-3 Bad inh,-1,21,-1,-19,4
Rad51 HR inh,-1,-1,-4,14,.
TbHK1 inh,1,-16,-2,2,-2
L929 necroptosis,0.3,0.0,79*,3.2,-0.1
EP2 modulator,-30,-39,-42,4,22
m-calpain inh,5,-176,-25,-20,9
PGE2 EP2 inh,5,0,13,6,.
Hck Nef HTS,28,0,32,27,2
eIF4E-4G inh,4,-5,-1,-1,0

(51) CN(C)S(=O)(=O)c1ccc(C(=O)OCC(=O)Nc2ccccc2OC(F)F)cc1
(52) CC(C)Cn1c(C(C)C)nc([N+](=O)[O-])c1Sc1ccc(Cl)cn1
(53) Cc1cccc(NC(=O)/C(C#N)=C\c2cn(CC(=O)O)c3ccccc23)c1
(54) CCn1c(=O)n(CC)c2cc(S(=O)(=O)Nc3ccccc3C)c(C)cc21
assay / entry,51,52,53,54
14-3-3 Bad inh,13[fluorescence artefact?],-1,-5,-2
Rad51 HR inh,6,-10,-13,-6
TbHK1 inh,-3,-5,-14,1
L929 necroptosis,2.4,-0.2,0.3,0.0
EP2 modulator,-1,27,-4,-7
m-calpain inh,2,-7,-25,-10
PGE2 EP2 inh,3,8,6,9
Hck Nef HTS,5,8,-11,0
eIF4E-4G inh,6,-3[fluorescence artefact?],-2,-11

# Source: PubChem

# A portion of the library (hit frequency here may not be typical).
